# Assay outcomes: PubChem BioAssay, National Center for Advancing Translational Sciences (NCATS)
# KDM5B inhibitor: Primary screen for KDM5B Histone Demethylases FDH-coupled qHTS; KDM5B demethylase, FDH-coupled NADH fluorescence (FDH is formaldehyde dehydrogenase); Potency, µM (series often up to 57.7 µM), without a hit: top-dose activity change, negative = inhibition, hits mostly inhibitors; actives 2.6% (n = 220,000); AID 1347165, 2019; active = well fitted inhibition curve with a large enough effect; inconclusive = small, poorly fitted or top-dose-only effect; inactive = no such curve, though single readings can be large or run the other way; note: 0% is about no effect; nearly all actives have a fitted effect of over 70% in size
# Target sequence (Q9UGL1 whole entry, looked up): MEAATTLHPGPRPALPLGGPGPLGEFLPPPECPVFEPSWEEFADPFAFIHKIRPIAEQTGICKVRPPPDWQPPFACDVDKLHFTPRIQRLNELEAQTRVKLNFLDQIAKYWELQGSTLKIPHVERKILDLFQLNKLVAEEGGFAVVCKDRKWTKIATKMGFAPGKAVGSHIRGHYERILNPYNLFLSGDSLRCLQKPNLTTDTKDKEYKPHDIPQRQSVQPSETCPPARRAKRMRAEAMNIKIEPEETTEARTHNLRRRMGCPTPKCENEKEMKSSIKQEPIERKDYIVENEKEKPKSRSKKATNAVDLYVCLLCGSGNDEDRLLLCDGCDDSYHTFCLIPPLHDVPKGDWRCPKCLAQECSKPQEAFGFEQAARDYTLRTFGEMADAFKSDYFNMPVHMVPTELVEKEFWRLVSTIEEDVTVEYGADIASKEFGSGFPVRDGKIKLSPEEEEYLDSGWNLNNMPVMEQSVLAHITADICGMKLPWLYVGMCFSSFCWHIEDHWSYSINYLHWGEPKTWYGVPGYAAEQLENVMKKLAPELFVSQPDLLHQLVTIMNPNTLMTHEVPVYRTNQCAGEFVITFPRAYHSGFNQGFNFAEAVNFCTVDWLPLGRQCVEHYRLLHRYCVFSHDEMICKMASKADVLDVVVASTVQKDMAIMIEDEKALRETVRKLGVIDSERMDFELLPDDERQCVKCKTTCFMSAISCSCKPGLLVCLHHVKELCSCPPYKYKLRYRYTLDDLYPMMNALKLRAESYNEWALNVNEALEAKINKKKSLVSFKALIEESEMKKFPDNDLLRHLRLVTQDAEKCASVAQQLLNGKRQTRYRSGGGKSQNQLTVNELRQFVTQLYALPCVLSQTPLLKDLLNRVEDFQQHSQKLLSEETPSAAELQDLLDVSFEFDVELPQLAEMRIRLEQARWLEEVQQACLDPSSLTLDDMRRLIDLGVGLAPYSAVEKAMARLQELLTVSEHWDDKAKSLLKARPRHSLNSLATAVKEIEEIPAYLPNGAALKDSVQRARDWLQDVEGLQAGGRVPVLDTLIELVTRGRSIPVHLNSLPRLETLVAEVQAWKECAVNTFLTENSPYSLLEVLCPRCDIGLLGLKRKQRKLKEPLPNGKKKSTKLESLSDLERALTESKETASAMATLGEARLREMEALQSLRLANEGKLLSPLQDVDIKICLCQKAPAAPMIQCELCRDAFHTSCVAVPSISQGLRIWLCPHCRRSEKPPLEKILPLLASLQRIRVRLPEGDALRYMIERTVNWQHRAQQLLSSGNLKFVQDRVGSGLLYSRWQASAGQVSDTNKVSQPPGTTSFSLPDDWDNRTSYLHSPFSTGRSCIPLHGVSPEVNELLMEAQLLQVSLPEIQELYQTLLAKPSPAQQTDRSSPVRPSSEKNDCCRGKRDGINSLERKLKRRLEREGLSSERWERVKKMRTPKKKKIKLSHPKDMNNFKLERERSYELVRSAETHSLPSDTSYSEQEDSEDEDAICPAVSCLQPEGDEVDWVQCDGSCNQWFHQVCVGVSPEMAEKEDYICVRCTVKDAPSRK
#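 Here, H3K4me3 peptide (12.5 µM in substrate mix) is demethylated by KDM5BΔAP, 200 nM final, after 10 min compound exposure. Formaldehyde product is coupled through FDH (0.25 U/mL in mix) to NADH fluorescence; 30-min ΔRFU feeds dose-response curves.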
# Starred values were filed as active, the others as inactive; i = inactive; ? = inconclusive; [ ] = another dose, or the depositor's remark. Potency is the fitted concentration of half-maximal effect. A portion of the library. The share of hits here may be higher or lower than overall.
SMILES,KDM5B inhibitor
CCCC(=O)NCC1CC2c3ccccc3C1c1ccccc12 (stereo unspecified),18.6%
Cn1c(=O)c2c(ncn2CCC(=O)NC2CCCCC2)n(C)c1=O,0.6%
O=C(Nc1ccnn1Cc1ccccc1)c1cc(=O)c2cc(Cl)ccc2o1,15.0%
CS(=O)(=O)N1C[C@H]2CCN(C(=O)c3ccc4cc[nH]c4c3)C[C@H]21,?
COCCC(=O)N1CCCC(c2nc(CCOc3cccc(C)c3)no2)C1 (stereo unspecified),-6.2%
CCOC(=O)C1=C(CS(=O)(=O)c2cccc(C(F)(F)F)c2)NC(=O)NC1c1cccc(OC)c1 (stereo unspecified),-5.5%
Cc1cc(C(=O)OCC(=O)Nc2cc(F)ccc2F)c2ccccc2n1,-15.8%
COc1c[nH]c(CN2CCCC(Nc3ccc(C(C)C)cc3)C2)cc1=O (stereo unspecified),-6.9%
Cc1ccc2c(CC(=O)Nc3cccc(Cl)c3C)coc2c1,14.6%
CSc1ccc(/C=[N+](/[O-])c2ccccc2)cc1,?
COc1ccc(CCN2CC(NCc3ccc4c(c3)OCCO4)CC2=O)cc1 (stereo unspecified),-20.7%
CCc1nc2ccc(C(=O)NCCc3ccccc3OC)cc2nc1CC,?
Cc1c(Cl)c(C(=O)N2CCCC(C)(Cc3ccc4c(c3)OCO4)C2)nn1C (stereo unspecified),13.5%
COC(=O)[C@@H]1Cc2c([nH]c3ccccc23)[C@H]2C[C@@H](NCc3cccnc3)C[C@@H](c3ccc(OC(F)(F)F)cc3)N21,?
O=C(CN1CCCC1c1ccc2c(c1)OCCCO2)Nc1cccc(Cl)c1Cl (stereo unspecified),8.4%
Cn1cc(C(=O)NCC2CN(C(=O)c3cc4ccccc4n3C)CC23CN(c2ccccc2)C3)cn1 (stereo unspecified),13.2%
COCCN1C(=O)[C@H]2CN(Cc3cccc(C)c3)C[C@H]2C1=O,-13.6%
Cc1ccc(-n2c3c(cc(-c4nc(-c5ccc(Cl)cc5)cs4)c2=O)C(=O)CC(C)(C)C3)cc1C,?
COc1ccc(CN2CCC3(CC(C)=NO3)C2)cc1 (stereo unspecified),?
CCc1ccccc1NC(=O)Cn1cnc2c(cnn2-c2cc(Cl)ccc2C)c1=O,?
Cc1cccc(OCC(=O)Nc2cccc(-c3nc4ccc(C)cc4o3)c2)c1,0.1%
Cc1cc(S(=O)(=O)N2CCCN(C)c3ccccc32)ccc1F,-30.3%
C=CCOn1c(=O)c(-c2ccc(Br)cc2)[n+]([O-])c2ccccc21,-14.7%
CCCc1cc(C(=O)N2CCN(C)C3(CCC(=O)N(CC)CC3)C2)n(C)n1 (stereo unspecified),?
COCCN1C(=O)c2[nH]nc(-c3cc(C)ccc3O)c2C1c1ccc(C(C)C)cc1 (stereo unspecified),16.0%
CCOc1ccc(/C=C/C(=O)Nc2sc3c(c2C(=O)OC)C(C(=O)OC)CC3)cc1 (stereo unspecified),11.4%
Cc1ccccc1CN1CC[C@H](c2nnc(-c3cncn3C)o2)C1,-32.1%[86.2 µM]
Cn1nc(C(F)(F)F)c(-c2ccc(F)cc2)c1NC(=O)c1cccnc1,3.9%
COc1ccc(C(=O)NC2(C(F)(F)F)C(=O)NC(C)=C2C#N)cc1 (stereo unspecified),?
Cc1nnc2ccc(-c3cccc(NC(=O)Cc4cccs4)c3)nn12,?

# Compounds from the list above that have an NH in an aromatic ring:
SMILES,KDM5B inhibitor
CS(=O)(=O)N1C[C@H]2CCN(C(=O)c3ccc4cc[nH]c4c3)C[C@H]21,?
COc1c[nH]c(CN2CCCC(Nc3ccc(C(C)C)cc3)C2)cc1=O (stereo unspecified),-6.9%
COC(=O)[C@@H]1Cc2c([nH]c3ccccc23)[C@H]2C[C@@H](NCc3cccnc3)C[C@@H](c3ccc(OC(F)(F)F)cc3)N21,?
COCCN1C(=O)c2[nH]nc(-c3cc(C)ccc3O)c2C1c1ccc(C(C)C)cc1 (stereo unspecified),16.0%

# Next part
SMILES,KDM5B inhibitor
CCOc1ccccc1NC(=O)C(OC(=O)c1cc(OC)c(OC)cc1OC)c1ccccc1 (stereo unspecified),?
CC(C)C(=O)N1CCN(C(=O)N2CC3CC(C2)[C@H]2CCCC(=O)N2C3)CC1 (stereo partly specified),5.6%
CC1CN(C/C(=N\O)C23CC4CC(CC(C4)C2)C3)CC(C)O1 (stereo unspecified),31.0%
CC(C)(C)Nc1nc2ccc([N+](=O)[O-])cc2o1,1.8%
Cc1noc(C)c1CN1CCCC(COc2ccccc2C(=O)N2CCOCC2)C1 (stereo unspecified),-4.2%
CN(CC(=O)N1CCC(CCOc2ccccc2F)C1)S(=O)(=O)c1ccc2c(c1)oc(=O)n2C (stereo unspecified),-16.9%
Clc1ccc(N/N=C/c2cccc3ccccc23)cc1Cl,-11.1%
CC(=O)c1cccc(S(=O)(=O)Oc2ccc3c(C(F)(F)F)cc(=O)oc3c2)c1,-24.5%
Cc1onc(-c2ccccc2)c1C(=O)Nc1nnc(C(C)C)s1,10.5%
O=C(CCc1nc2ccccc2s1)NCC1CCCCC(=O)N1 (stereo unspecified),-16.2%
COC(=O)c1ccc(NC(=O)c2cc(-c3cc(C)sc3C)nc3onc(C)c23)cc1,?
Cn1c(=O)c2c(ncn2CC(=O)OCc2ccccc2F)n(C)c1=O,2.9%
COC[C@H]1CCCN1[C@@H]1[C@H](O)[C@H](CO)O[C@@H]1CNC(=O)Nc1ccccc1,-29.0%[86.2 µM]
O=C1CCSc2ccc(C(=O)Nc3ccc(Oc4ccccc4)cc3)cc2N1,-13.4%
COc1ccc(CCNC(=O)c2cc([N+](=O)[O-])cc([N+](=O)[O-])c2)cc1OC,27.7%
O=C(N/N=C/c1cccs1)c1cccc(Br)c1,-11.9%
Cc1[nH]n(-c2nc3ccccc3[nH]2)c(=O)c1CCC(C)C,?
CCOc1ccc(N(CC(=O)Nc2ccc(OC)cc2)S(=O)(=O)c2ccc(Cl)cc2)cc1,-3.7%
O=C(NCCn1nc(-c2ccccc2)ccc1=O)c1ccc(Br)cc1,16.2%
OCC1CN(Cc2ccoc2)CCC12CCN(Cc1cccc(O)c1)CC2 (stereo unspecified),-14.1%
Cc1cc(C(=O)NCC2(COc3ccc(C(F)(F)F)cn3)C[C@@H](O)[C@@H](O)C2)n(C)n1 (stereo partly specified),-26.1%
CCCn1c(=N)n(CC(=O)c2ccc(OCC(=O)OC)cc2)c2ccccc21,-3.0%
Cc1cc2c(s1)CCc1cc(C(=O)NC3CCCC3)sc1-2,?
O=C(Cc1c[nH]c2ncc(-c3cccnc3)cc12)NCCc1ccccn1,1.2%[86.2 µM]
O=c1oc(-c2ccccc2)nn1CC(O)COc1ccc(F)cc1 (stereo unspecified),-6.4%
Cc1noc([C@@H]2CN(Cc3ccncc3F)C[C@H]2C(N)=O)n1,-13.4%
COc1ccc(C(=O)/C=C/c2ccc(OC)c(OC)c2)c(OC(=O)c2cccs2)c1,-10.8%
Cn1nc(C(F)(F)F)c(Cl)c1C(=O)Nc1sc2c(c1C#N)CCCC2,?
Cc1ccc(-c2cc(C(=O)N3CCCCCC3)c3ccccc3n2)s1,i
O=C(c1cc(-c2ccc(O)cc2)n[nH]1)N1CCOC2(CNCCOC2)C1 (stereo unspecified),3.5%

# Taken from the entries so far, 3 compounds:
SMILES,KDM5B inhibitor
Cn1nc(C(F)(F)F)c(Cl)c1C(=O)Nc1sc2c(c1C#N)CCCC2,?
Cc1ccc(-c2cc(C(=O)N3CCCCCC3)c3ccccc3n2)s1,i
O=C(c1cc(-c2ccc(O)cc2)n[nH]1)N1CCOC2(CNCCOC2)C1 (stereo unspecified),3.5%

# More results:
SMILES,KDM5B inhibitor
CC(C)CNC(=O)C1CC(c2ccc(F)cc2)=NO1 (stereo unspecified),3.0%
Cc1cccc(-n2nc(-c3c(C)nc4scc(CC(=O)N5CCCC5)n4c3=O)cc2C)c1C,?
C=C(C)CN1CCN(C(C(=O)O)c2c(-c3ccccc3)[nH]c3ccccc23)CC1 (stereo unspecified),?
Cn1cc(CN2CCNc3cc(-c4ccccc4)ncc3C2)cn1,?
CC(C)OC(=O)c1c(NC(=O)c2cccc(C(F)(F)F)c2)sc2c1CCCC2,?
CCOC(=O)N1CCN(C(=O)Cn2c(=O)[nH]c3ccccc3c2=O)CC1,-7.6%
O=C(NC1CC(c2cc(=O)[nH]c(C3CC3)n2)C1)c1ccc2c(c1)CCCO2 (stereo unspecified),32.6%
CN(C)c1ccc(CN[C@H]2C[C@H]3C(=O)NC[C@@H](CCC(=O)NC4CC4)N3C2)cc1,?
C[C@H]1[C@@H]2[C@@H](O)C([C@H](C)C(=O)NC(C)(C)C)CC[C@@]2(C)CC[C@@H]1NC(=O)c1cccc(F)c1 (stereo partly specified),5.4%
O=C(NCc1ccco1)c1ccc2c(c1)N(Cc1ccc(Cl)cc1)C(=O)c1ccccc1S2(=O)=O,?
CCOc1ccc(C(=O)N[C@H](c2ccc(OC)c(F)c2)C2CC(O)C2)o1 (stereo partly specified),-23.0%
CCOC(=O)N1CCc2c(sc3c2c(=O)n(Cc2ccccc2)c(=O)n3CC(=O)Nc2ccccc2F)C1,-19.7%
Cc1ccc(C(=O)N2C[C@@H](Oc3cccnc3)C[C@H]2C(=O)N2CCOCC2)cn1,-33.1%
CC(C)NS(=O)(=O)c1ccc2c(c1)nc(-c1cc(C(C)(C)C)[nH]n1)n2C(C)C,9.9%
Cc1ccc2c(c1)C(C)(C)C1(/C=C/c3ccccc3F)NC(=O)CN21 (stereo unspecified),-29.6%
Nc1nccnc1C(=O)NCc1cccnc1Oc1cccc(F)c1,?
CN(Cc1ccccc1Cl)Cc1cccn1C,-21.2%[86.2 µM]
CC(=O)N1CCCN(CC[C@H]2CN(C(=O)c3ccc(F)cc3)CC[C@H]2CC(=O)O)CC1,9.1%[86.2 µM]
CCCc1ccc(NC(=O)C2CCCN(c3cnccn3)C2)cc1 (stereo unspecified),72.8%[activator]
C=CCCC(CN1CCCOCC1)Oc1nccc(N(C)CC)n1 (stereo unspecified),-18.9%
Cc1c(NC(=O)c2ccco2)cccc1C(=O)O,17.1%
CCn1c(CO)nnc1C1CC(NC(=O)Cc2c(C)[nH]c(=O)[nH]c2=O)C1 (stereo unspecified),15.3%
CCn1c(C)c(CN2CCc3nc(N4CCN(C)CC4)[nH]c(=O)c3CC2)c2ccccc21,7.6%
Cc1ccccc1C(=O)N1CCC(n2cnnc2C2CC2)CC1,4.6%
Cc1cc2cc(NS(=O)(=O)c3ccc(F)c(F)c3F)ccc2[nH]1,-13.4%
CCN(Cc1ccccc1)C(=O)Cn1ncc2c(=O)oc3ccc(C)cc3c21,-15.3%
Cc1ccc(CN(Cc2cccn2-c2nnc(N3CCCC3=O)s2)C(=O)Nc2ccc(F)cc2)cc1,-9.3%
O=C(Cn1cc(S(=O)(=O)Cc2ccccc2F)c2ccccc21)NCc1ccccc1Cl,-18.7%
CNC(=O)NC(=O)CNC(c1ccccc1)c1ccccc1,-14.2%
Cc1cc(N(C)C)nc(Nc2ccc(NC(=O)Nc3ccc(F)cc3)cc2)n1,-25.2%

# Three structures from above, arranged by heavy-atom count, high to low.
SMILES,KDM5B inhibitor
CC(=O)N1CCCN(CC[C@H]2CN(C(=O)c3ccc(F)cc3)CC[C@H]2CC(=O)O)CC1,9.1%[86.2 µM]
C=CCCC(CN1CCCOCC1)Oc1nccc(N(C)CC)n1 (stereo unspecified),-18.9%
CNC(=O)NC(=O)CNC(c1ccccc1)c1ccccc1,-14.2%

# The list goes on:
SMILES,KDM5B inhibitor
CCn1cc(C(=O)N(C)c2ccc(C)c(C)c2)c2cc(OC)c(OC)cc2c1=O,-4.2%
COc1ccc(C(=O)N2CCN(C(=O)c3nnn4c3COC(c3ccccc3)C4)CC2)c(C)c1 (stereo unspecified),-9.1%
O=S(=O)(NCCCn1ccc2ccccc21)c1cc(F)cc(F)c1,-32.9%
O=C(NCc1ccc(N2CCCC2)nc1)c1ccc(O)c(Cl)c1,-17.1%
CCCCNC(=O)c1cc2cccc([N+](=O)[O-])c2[nH]1,17.0%
O=C(NCCCN1CCN(c2ccc(F)cc2)CC1)c1cnn(-c2ccc(F)cc2)c1-n1cccc1,?
Cn1cc(Cl)c(/C=C(\C#N)S(=O)(=O)c2ccccc2)n1,?
CC(=O)c1ccc(NC(=S)NCCc2ccc(Cl)cc2)cc1,5.3%
COc1ccc(CNC(=O)c2ccc3ccccc3c2)cc1,-8.1%
Cc1nc2cc(NC(C)C(=O)Nc3c(F)cccc3F)ccc2o1 (stereo unspecified),-24.9%
COc1ccc(CCN2CCC(CN(C)C(=O)C3CCCCO3)CC2)cc1 (stereo unspecified),-8.4%
CN(CC(=O)N1CCc2ccccc2C1)S(=O)(=O)c1ccc(Cl)cc1,3.5%
O=C(/C=C/c1ccco1)Nc1ccc2oc(-c3cccc(F)c3)nc2c1,?
COc1cccc(NC(=O)Cn2c(-c3nonc3N)nc3ccccc32)c1,-13.1%
COc1cc(NC(=O)Cn2c(=O)n(Cc3ccco3)c(=O)c3oc4ccccc4c32)cc(OC)c1,?
O=C(Oc1ccccc1)C1C2CCCC1C2c1ccccc1 (stereo unspecified),6.7%
Cc1c(C2=CCN(S(=O)(=O)c3ccc(CC(C)C)cc3)CC2)c2ccccc2n1CC(=O)N1CCCC1,?
COCCc1nncn1C1CCN(S(=O)(=O)c2ccc(OC)cc2)CC1,-9.5%
Cc1[nH]c2ccccc2c1/C=N/NC(=O)CNC(=O)c1ccco1,12.5%
Cc1cc(NC(=O)C(=O)c2c[nH]c3ccccc23)no1,19.6%

# Single values from the entries so far:
# O=C(Oc1ccccc1)C1C2CCCC1C2c1ccccc1 (stereo unspecified) | KDM5B inhibitor: 6.7%
# COCCc1nncn1C1CCN(S(=O)(=O)c2ccc(OC)cc2)CC1 | KDM5B inhibitor: -9.5%
